HT29 cell growth-1 – HT29 colon tumor cell growth inhibition, primary screen, imaging, high content imaging, 24 h, CellTiter-Glo (AID 770); HT29 cell number by imaging, 24 h; stronger effect = higher value; growth inhibition, % at 10 µM; 3,300 tested, under 10 active;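 active = growth inhibition above 90% in viable cell count at a single dose; inactive = growth inhibition below 90%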
A549 proliferation – A549 NSCLC cell proliferation inhibitors – ATP luminescence, human non-small cell lung line, primary screen (AID 371); A549 growth inhibition, ATP luminescence; stronger effect = higher value; growth inhibition, % at 10 µM; hit rate 8.4% among 3,300;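 active = mean growth inhibition over the two runs of 50% or more; inactive = mean growth inhibition under 50%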;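 also: compound exposure lasted 72 h before the ATP read; 0% = untreated cell signal and 100% = no luminescence left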
HT29 cell growth-2 – HT29 colon tumor cell growth inhibition, primary screen, imaging, high content imaging, 48 h, CellTiter-Glo (AID 771) | HT29 cell growth, HCS imaging cell count, 48 h; stronger effect = higher value | growth inhibition, % at 10 µM | hit rate 2% among 3,300;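 active = growth inhibition above 90%, meaning viable cell count by imaging cut by more than 90% versus vehicle controls; inactive = growth inhibition below 90%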;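 also: percent fewer viable cells counted by imaging than vehicle controls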
AID772 – HT29 colon tumor cell growth inhibition, primary screen, imaging, high content imaging, 72 h, CellTiter-Glo (AID 772). growth inhibition, % at 10 µM. hit rate 0.6% among 3,300. HT29 cell growth, HCS imaging cell count, 72 h; stronger effect = higher value;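 active = growth inhibition above 90%, meaning viable cell count cut by more than 90% versus vehicle controls; inactive = growth inhibition below 90%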
AID364 – Jurkat cell viability reduction – Jurkat E6.1, NIH starter set, primary screen (AID 364). Jurkat E6.1 viability, ATP luminescence, 48 h; higher % means a stronger effect. inhibition, % at 4 µM; hits with a dose series show CC50 in µM. hit rate 2% among 3,300;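 active = concentration giving half-maximal inhibition at or below 20 micromolar; inactive = half-maximal concentration above 20 micromolar, or not dose tested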;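 also: 100% = cells treated with 4 µM doxorubicin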
HT29 cell growth-1 condensed nuclei – second read-out of HT29 cell growth-1, no call of its own (marks repeat the call); condensed nuclei, %; measured here: percent cells with condensed nuclei;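 share of cells whose nuclear area falls below control median minus 1.5 SD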
HT29 cell growth-1 ATP viability – recorded beside HT29 cell growth-1, whose call it bears; growth inhibition, %; measured here: ATP CellTiter-Glo viability
HT29 cell growth-2 condensed nuclei – further read-out of HT29 cell growth-2, marked with its call; condensed nuclei, %; measured here: percent cells with condensed nuclei;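 condensed means Hoechst nuclear area under control median minus 1.5 SD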
AID772 condensed nuclei – further read-out of AID772, marked with its call; condensed nuclei, %; measured here: percent cells with condensed nuclei;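 condensed means nuclear area below control median minus 1.5 SD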
AID772 second – recorded beside AID772, whose call it bears; growth inhibition, %; measured here: ATP CellTiter-Glo viability
An asterisk follows results filed as active. These rows are one share of the data. The share of hits here may be higher or lower than overall.

COc1ccc(CN(CCN(C)C)c2ccccn2)cc1 was read as HT29 cell growth-1 -6, A549 proliferation 6, HT29 cell growth-2 32, AID772 -10, AID364 2%, HT29 cell growth-1 condensed nuclei 1.3, HT29 cell growth-1 ATP viability 1, HT29 cell growth-2 condensed nuclei 5.3, AID772 condensed nuclei 9 and AID772 second -3.
CC(C)Cc1ccc(C(C)C(=O)O)cc1 (centres undefined) was read as HT29 cell growth-1 -40, A549 proliferation 5, HT29 cell growth-2 -11, AID772 -30, AID364 -2%, HT29 cell growth-1 condensed nuclei 3.4, HT29 cell growth-1 ATP viability -15, HT29 cell growth-2 condensed nuclei 1.5, AID772 condensed nuclei 1 and AID772 second -24.
`CC1=NN(c2ccccc2)C(=O)C1` gave HT29 cell growth-1 2, A549 proliferation -12, HT29 cell growth-2 -34, AID772 -7, AID364 5%, HT29 cell growth-1 condensed nuclei 1.8, HT29 cell growth-1 ATP viability -21, HT29 cell growth-2 condensed nuclei 2.5, AID772 condensed nuclei 3 and AID772 second -16.
Screening COc1ccccc1OCC(O)COC(N)=O (centres undefined) returned HT29 cell growth-1 -4, A549 proliferation 1, HT29 cell growth-2 -1, AID772 5, AID364 -3%, HT29 cell growth-1 condensed nuclei 3.1, HT29 cell growth-1 ATP viability 3, HT29 cell growth-2 condensed nuclei 2.2, AID772 condensed nuclei 4 and AID772 second -6.
For COc1cc2nc(N3CCN(C(=O)C4COc5ccccc5O4)CC3)nc(N)c2cc1OC (centres undefined) the results were HT29 cell growth-1 -6, A549 proliferation 91*, HT29 cell growth-2 63, AID772 96*, AID364 6%, HT29 cell growth-1 condensed nuclei 4.5, HT29 cell growth-1 ATP viability 9, HT29 cell growth-2 condensed nuclei 2.7, AID772 condensed nuclei 22* and AID772 second 84*.
NS(=O)(=O)c1cc2c(cc1C(F)(F)F)NC(Cc1ccccc1)NS2(=O)=O (centres undefined) was read as HT29 cell growth-1 4, A549 proliferation -5, HT29 cell growth-2 -20, AID772 14, AID364 0%, HT29 cell growth-1 condensed nuclei 2.3, HT29 cell growth-1 ATP viability -17, HT29 cell growth-2 condensed nuclei 2.1, AID772 condensed nuclei 2 and AID772 second -13.
c1ccc2c(CC3=NCCN3)cccc2c1 was read as HT29 cell growth-1 10, A549 proliferation 4, HT29 cell growth-2 -47, AID772 -28, AID364 -3%, HT29 cell growth-1 condensed nuclei 3.9, HT29 cell growth-1 ATP viability -15, HT29 cell growth-2 condensed nuclei 2.5, AID772 condensed nuclei 1 and AID772 second 5.

An excerpt from above in order of number of heavy atoms, lowest first.
CC(C)Cc1ccc(C(C)C(=O)O)cc1 (centres undefined) was read as HT29 cell growth-1 -40, A549 proliferation 5, HT29 cell growth-2 -11, AID772 -30, AID364 -2%, HT29 cell growth-1 condensed nuclei 3.4, HT29 cell growth-1 ATP viability -15, HT29 cell growth-2 condensed nuclei 1.5, AID772 condensed nuclei 1 and AID772 second -24.
c1ccc2c(CC3=NCCN3)cccc2c1 was read as HT29 cell growth-1 10, A549 proliferation 4, HT29 cell growth-2 -47, AID772 -28, AID364 -3%, HT29 cell growth-1 condensed nuclei 3.9, HT29 cell growth-1 ATP viability -15, HT29 cell growth-2 condensed nuclei 2.5, AID772 condensed nuclei 1 and AID772 second 5.
Screening COc1ccccc1OCC(O)COC(N)=O (centres undefined) returned HT29 cell growth-1 -4, A549 proliferation 1, HT29 cell growth-2 -1, AID772 5, AID364 -3%, HT29 cell growth-1 condensed nuclei 3.1, HT29 cell growth-1 ATP viability 3, HT29 cell growth-2 condensed nuclei 2.2, AID772 condensed nuclei 4 and AID772 second -6.
